SUMO Mot1 rescue = blocks SUMOylation pathway, rescuing yeast Mot1-301 growth. 1% of 320,000 active. growth rescue, % at 18.8 µM. S. cerevisiae Mot1-301 growth rescue, ATP luminescence, 38.5C; percent above DMSO median, 100 means doubled;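 active = every valid replicate shows activation above 250% relative to neutral control wells; inactive = the rest, any valid replicate at or below 250%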;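 also: OY570 slx delta 5 strain wells were the positive control but not used for scaling; some compounds called inactive have numbers as strong as hits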
E coli growth = reduces bacterial viability in AddAB counter-screen | E. coli V3065 growth, OD600 absorbance, 18 h | inhibition, % at 11.9 µM | 0.27% of 330,000 active | AID 449728;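 active = inhibition above the campaign's mean inhibition across all tested compounds plus 3 SD, cut at about 9.9% in these data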;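 also: uninfected addAB+ strain grown without phage in ampicillin broth; 0% = DMSO wells and 100% = ciprofloxacin 0.95 µg/ml wells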
DAGLB inhibitor = diacylglycerol lipase beta (human) inhibition; 0.059% of 340,000 active; HEK293T DAGLB membrane lysate, EnzChek fluorogenic substrate; inhibition, % at 5.17 µM; in the data active = inhibition above about 34%;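 also: 0% = enzyme with vehicle and 100% = wells lacking enzyme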
Tat export inh = E. coli Tat transport inhibition. E. coli MC4100 TorA-mCherry Tat export, fluorescence. inhibition, % at 10 µM. 0.036% of 340,000 active. AID 488895;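 active = mean replicate inhibition at least 50% and at least half of replicates individually reaching 50%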;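 also: exported cargo escapes ClpAP degradation while cytoplasmic cargo is degraded and loses fluorescence; 0% = median of neutral control wells and 100% = median of NaSCN control wells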
AddAB inh = less growth of phage-infected E. coli with AddAB | E. coli expressing H. pylori AddAB, absorbance growth | inhibition, % at 11.9 µM | 0.29% of 330,000 active; in the data active = inhibition above about 12%;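 also: 0% = vehicle wells of infected cells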
phage Ecoli inh = E. coli growth loss with phage present. growth absorbance. inhibition, % at 11.9 µM. 0.26% of 360,000 active; in the data active = inhibition above about 11%
PKA-R1A act = activates the PKA-R1A holoenzyme complex. activation, % at 11.4 µM. PKA-R1A dissociation, Cy5-IP20 fluorescence polarization; scaled: DMSO 0%, 113 µM cGMP 100%. 0.083% of 340,000 active. P00514+P68181;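 active = percent activation above the mean of all tested compounds plus 3 SD, cut at about 19% in these data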;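 also: higher means more PKAc released from R1A so a rise in polarization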
PKA-R2B activ = activators of human PKA-R2B complex; activation, % at 11.4 µM; P22694+P31323; 0.079% of 340,000 active; PKA-R2B holoenzyme dissociation, Cy5-IP20 fluorescence polarization; R2B truncated from residue 108, S112A mutant; 0% DMSO only, 100% 113 µM cGMP; AID 504700;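 active = activation above a cutoff set at the mean over all compounds plus 3 SD, cut at about 18% in these data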;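 also: higher means more holoenzyme dissociation and a rise in polarization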
HTR5A ag = HTR5A agonism, opioid heterodimer counter-screen; HTR5A agonist assay, luminescence, cell-based; activation, % at 9.3 µM; 0.61% of 340,000 active; AID 504692; in the data active = activation mostly above about 9.5%, no sharp cut-off; inactive = mostly below about 7.6%;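 also: 0% = cells with vehicle only and 100% = reference agonist; strong numbers were not always called active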
Target sequence (P47898 whole entry, looked up): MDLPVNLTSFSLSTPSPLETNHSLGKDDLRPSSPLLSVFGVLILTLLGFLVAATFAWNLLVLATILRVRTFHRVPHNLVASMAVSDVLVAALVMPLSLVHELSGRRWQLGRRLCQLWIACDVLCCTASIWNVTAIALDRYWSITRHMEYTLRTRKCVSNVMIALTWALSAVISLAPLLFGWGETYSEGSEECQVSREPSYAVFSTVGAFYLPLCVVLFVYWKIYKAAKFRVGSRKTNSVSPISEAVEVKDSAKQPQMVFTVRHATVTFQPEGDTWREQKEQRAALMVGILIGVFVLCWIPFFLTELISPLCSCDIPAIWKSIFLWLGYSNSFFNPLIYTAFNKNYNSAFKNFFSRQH
CDK5 p35 inh = inhibitors of human CDK5/p35 kinase | Q00535+Q15078 | Recombinant CDK5/p35, ADP-Glo luminescence, 60 min | inhibition, % at 10 µM | 0.01% of 330,000 active | AID 488839;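 active = highest replicate inhibition of at least 50% and at least 75% of replicates reaching 50%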;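 also: plate controls were DMSO neutral control for no effect and GW8510 at 10 µM for full effect; many of its hits are not listed in these tables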
Target sequence (Q00535 whole entry, looked up): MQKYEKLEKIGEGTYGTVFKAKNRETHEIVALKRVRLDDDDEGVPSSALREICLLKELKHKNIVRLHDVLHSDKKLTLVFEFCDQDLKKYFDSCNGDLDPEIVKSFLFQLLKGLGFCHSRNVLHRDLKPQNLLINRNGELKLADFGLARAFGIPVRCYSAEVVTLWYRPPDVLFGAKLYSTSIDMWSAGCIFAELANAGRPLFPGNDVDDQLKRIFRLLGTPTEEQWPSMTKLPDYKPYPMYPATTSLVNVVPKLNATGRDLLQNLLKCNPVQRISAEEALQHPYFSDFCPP
Target sequence (Q15078 whole entry, looked up): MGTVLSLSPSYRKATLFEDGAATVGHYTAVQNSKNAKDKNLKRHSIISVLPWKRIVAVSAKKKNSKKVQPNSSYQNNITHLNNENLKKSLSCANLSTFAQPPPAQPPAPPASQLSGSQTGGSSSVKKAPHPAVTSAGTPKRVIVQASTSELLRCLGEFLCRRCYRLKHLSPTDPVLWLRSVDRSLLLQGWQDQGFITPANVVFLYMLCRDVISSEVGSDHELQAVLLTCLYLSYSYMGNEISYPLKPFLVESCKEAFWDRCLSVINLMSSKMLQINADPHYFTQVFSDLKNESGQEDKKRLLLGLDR
HTR5A inv ag = counter-screen for OPRM1-OPRD1 inverse agonists: human HTR5A inverse agonism; AID 504634; 0.083% of 340,000 active; HTR5A cell line, luminescence; P47898; inhibition, % at 9.3 µM; in the data active = inhibition mostly above about 23%, no sharp cut-off; inactive = mostly below about 18%;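 also: 0% = cells with DMSO and 100% = no-cell wells with DMSO; some compounds called inactive have numbers as strong as hits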
* hit, by the source's call; . = no result given; & = joins results of further samples.

SMILES	SUMO Mot1 rescue	E coli growth	DAGLB inhibitor	Tat export inh	AddAB inh	phage Ecoli inh	PKA-R1A act	PKA-R2B activ	HTR5A ag	CDK5 p35 inh	HTR5A inv ag
O=C(Nc1ccc(Cl)c(S(=O)(=O)N2CCOCC2)c1)C1=NN(c2ccccc2)C(=O)CC1	-4	2.8	-2	7	0.4	3.9	0	-1	2	-0.9	-10
CCn1c(SCC(=O)Nc2cc(C)on2)nnc1-c1ccco1	-7	-1.0	1	-4	-0.3	1.4	5	-4	1	-1.0	15
CCN(c1ccccc1)S(=O)(=O)c1cccc(C(=O)NCc2cccnc2)c1	11	0.6	0	-5	6.4	2.4	14	13	9	2.2	-27
Cc1ccc(/C=N/NC(=O)c2nnn(-c3nonc3N)c2-c2ccc3c(c2)OCO3)s1	-7	0.0	2	4	2.2	2.7	1	3	0	.	1
COc1ccc(/C=C(\C#N)C(=O)NCCCn2ccnc2)cc1	429*	0.3	-1	5	1.7	2.7	5	1	-2	-0.6	6
Cc1cc(C)c2c(c1)cc(C)c1nnc(SCC(=O)Nc3cc(C)on3)n12	-14	1.9	3	-8	2.0	2.0	2	1	4	2.0	30
COc1ccccc1CNC(=O)C(=O)NCCC1CCCCN1S(=O)(=O)c1cccs1 (stereo unspecified)	0	4.0	2	-2	4.0	1.8	2	7	1	-1.6	-4
O=C(/C=C/c1cccc(F)c1)c1ccc(N2CCOCC2)cc1	7	-2.5	1	-2	-3.5	2.2	0	-9	-3	1.3	23
Cc1ccc(S(=O)(=O)NCC(=O)OCC(=O)NCc2ccc(F)cc2)cc1	-8	-0.9	0	-4	-0.7	4.9	3	5	-1	2.5	2
CO/N=C1\CCn2c1c(C)c1ccccc12	290	-0.2	-2	-4	3.0	1.9	-5	-8	-3	-5.4	-3
CCOc1ccc([C@@H]2CC=C(C(=O)O)[C@H](c3ccc(Cl)cc3)N2S(=O)(=O)c2ccc(C)cc2)cc1	-1	-1.9	6	2	3.7	2.4	-10	-15	2	-1.9	6
COc1cccc(C(=O)NN2CC(O)=C(c3nc(C)cs3)C2=N)c1	0	0.0	1	-10	4.7	1.6	-13	1	3	0.9	-10
COc1cccc2c1C(=O)c1c(O)c3c(c(O)c1C2=O)C[C@](O)(C(C)=O)C[C@H]3O[C@@H]1C[C@@H](N)[C@@H](O)[C@@H](C)O1	-7	2.8	-10	-10	0.8	1.5	-16	-4	-1	1.5	-25
C[C@@H](C(=O)NCc1ccccc1)[C@@H]1C[C@@]1(C)[C@@H](NC(=O)OCc1ccccc1)c1ccccc1	-12	0.4	-3	11	2.6	1.4	6	-12	7	-0.6	2
COc1ccc(/C=C2\CCC/C(=C\C=N\N(C)C)C2=O)cc1	-15	-0.9	4	-5	0.9	5.3	-6	0	-1	-0.2	3
CCCN1C(=O)CC(=O)N=C1SCC(=O)Nc1ccccc1F	11	-1.3	0	6	-0.2	4.5	-9	-14	-1	-2.0	3
O=C(COC(=O)CNC(=O)c1ccc([N+](=O)[O-])o1)Nc1ncc(Cl)cc1Cl	3	4.9	-1	-3	1.5	3.6	15	1	8	-1.1	-21
COc1ccc(C(=O)Nc2ccc(C(=O)N3CCOCC3)cc2)cc1OC	21	-1.1	-1	9	2.9	2.2	-5	-6	3	2.0	-8
CCOCCCn1c(SCC(=O)Nc2cc(OC)ccc2OC)nc2ccccc2c1=O	12	1.3	-2	11	-0.7	0.4	-4	0	-4	1.0	-15
CC(=O)Nc1ccc(C(=O)N(C)C(C(=O)Nc2ccc(C)cc2)c2ccccn2)cc1 (stereo unspecified)	88	1.4	1	3	0.9	3.3	6	-9	2	0.7	-6
COc1ccc(C(C(=O)Nc2ccc(C(C)C)cc2)N(Cc2ccco2)C(=O)CC2NC(=O)NC2=O)cc1 (stereo unspecified)	3	0.8	0	7	3.1	1.1	-4	-8	-1	-1.0	25
O=C(Nc1ccc(N2CCN(C(=O)c3ccco3)CC2)cc1)c1cccs1	12	0.6	1	1	2.6	1.6	-9	-4	2	0.3	-6
COc1ccc(Cn2nnnc2C(c2ccccc2Cl)N2CCN(C3CCCC3)CC2)cc1 (stereo unspecified)	.	.	-5	0	.	2.2	-15	-2	-6	2.0	16
Cc1c(Cc2ccccc2)c(=O)oc2cc(O)ccc12	0	2.8	0	12	2.6	1.2	-5	-2	0	0.0	1
COc1ccc(CC(=O)N2CC3(C)CC2CC(C)(C)C3)cc1 (stereo unspecified)	230	-1.8	0	13	1.6	0.3	-6	5	4	-0.6	-11
CCn1cc(C(=O)NCC(C)C)c(=O)c2cc(F)c(N3CCN(C(=O)c4ccco4)CC3)cc21	2	2.5	1	7	3.6	1.8	4	3	1	-0.3	-4
Cc1cc(OCC(=O)Nc2ccncc2)c(C)cc1Br	9	1.3	0	-5	2.3	1.6	-1	4	2	-0.9	-1
CCCCN(CC)S(=O)(=O)N1CCC(C(=O)NCCCN2CCOCC2)CC1	-8	-3.9	-2	1	3.4	4.0	-7	-11	6	.	-18
CCCC(=O)NCc1ccccc1Cl	2	0.7	2	-4	0.9	2.4	1	0	3	0.1	-7
CCCOc1ccc(/C(O)=C2/C(=O)C(=O)N(c3cc(C)on3)C2c2ccc(C(=O)OC)cc2)cc1 (stereo unspecified)	9	-0.5	-1	-4	-0.2	-0.7	-1	-7	2	-2.2	6
COc1ccccc1CC(=O)Nc1ccc([N+](=O)[O-])cc1O	-15	0.7	-3	4	4.8	4.5	-11	-2	-4	1.0	11
CCc1ccc(OCC(=O)OC(C)C(=O)Nc2ccc(Cl)cn2)cc1 (stereo unspecified)	11	0.7	-11	-9	1.4	0.9	-3	-1	1	0.2	-1
COc1ccc(C)cc1S(=O)(=O)Nc1ccc(-n2c(C)nc3ccccc3c2=O)cc1	-21	-0.8	-3	-5	-0.4	3.0	-7	-7	-2	1.8	7
Cc1cc(=O)n(C(C)c2ccccc2)n1C(C)c1ccccc1 (stereo unspecified)	.	.	-3	2	.	-0.2	3	-15	-1	0.6	2
Cc1cc(OCC(=O)Nc2ccc(CN3CCOCC3)cc2)c2c(C)c(C)c(=O)oc2c1	305*	-0.6	-2	-7	1.2	1.0	-12	-1	-1	-2.3	6
Cc1cc(C(=O)N/N=C/c2cccc(OC(=O)c3cccc(Br)c3)c2)n[nH]1	-7	.	-1	0	.	1.3	-1	-5	0	0.1	-9
CCCCn1c2nc3ccccc3nc2c2c(=N)oc(C)nc21	.	.	-2	0	.	2.5	6	4	1	-1.6	11
Cc1c(C(=O)N2CCN(c3ccccc3)CC2)oc2c(F)cccc12	10	-0.2	-15	-3	-0.4	1.4	-1	-16	0	-0.5	0
COc1cc(CNCCSc2nnnn2C)cc(Br)c1OCc1ccccc1F	-1	0.2	1	1	1.9	2.1	2	-4	-4	0.9	8
O=C(NCCc1ccccn1)C(F)(F)C(F)(F)C(F)(F)C(F)(F)C(F)(F)C(F)(F)C(F)(F)C(F)F	-5	-2.2	-9	18	2.0	3.4	-28	-16	8	0.2	19
Cc1cc(NS(=O)(=O)c2ccc(Br)s2)no1	0	3.0	3	14	-1.1	-1.4	-6	-5	-3	1.9	-28
COc1ccccc1OCC(=O)Nc1ccccc1C(=O)NC1CC1	4	-1.4	0	0	0.9	1.9	4	2	7	1.6	-10
CCOc1ccc(C2NCCc3cc(OC)c(OC)cc32)cc1OC (stereo unspecified)	-25	3.2	2	7	2.7	-0.9	-5	0	-1	-3.7	3
CN(C(=O)c1ccccc1C(=O)OCC(=O)c1ccc(F)c(F)c1)C1CCCCC1	.	.	0	10	.	1.3	0	8	3	0.0	-4
O=C(NCCCc1ccccc1)N1CCOCC1	-8	1.2	-1	-3	3.0	3.6	-15	-1	-5	4.6	15
Cc1cnc(C)c(N2CCN(Cc3nc(-c4ccccc4)no3)CC2)n1	9	0.4	-2	2	4.2	0.9	-11	2	-2	0.2	3
O=C(Nc1cccc(C(=O)N2CCCC2)c1)C1CCCC1	.	.	-1	-4	.	2.9	2	5	-4	0.3	15
CCn1c(O)c(N=NC2=NC(=O)CS2)c2cc(C)ccc21	4	-3.1	5	-2	-0.9	-2.0	-9	-1	-5	1.2	16
CC(C)CC(=O)Nc1nc(-c2ccc(S(=O)(=O)N3CCOCC3)cc2)cs1	.	.	-2	14	.	2.0	1	1	-2	0.3	5
O=C(NNC(=O)c1ccccc1F)c1ccco1	2	-1.5	0	-4	2.5	-0.5	-2	6	2	-0.2	-10
O=C(CN1N=C(c2ccc(Cl)cc2)CCC1=O)NCCN1CCc2ccccc2C1	.	0.4	1	-6	0.6	3.1	8	-1	-2	-1.3	-18
Cc1cccc(NC(=S)NC2CC3CCCC(C2)N3Cc2ccccc2)c1C (stereo unspecified)	17	-0.4	-3	8	2.4	0.8	-6	-5	6	1.5	-16
CC(=O)Nc1cccc(/C(C)=N/NC(=O)c2ccccc2Cl)c1	-12	0.8	-1	-5	4.0	4.4	6	-7	0	-1.8	-1
CS(=O)(=O)N1Cc2ccccc2CC1C(=O)O (stereo unspecified)	31	2.7	0	0	1.5	0.6	9	9	2	-0.4	-20
Cn1c(=O)c2c(nc(CN3CCN(c4ccccc4)CC3)n2Cc2c(F)cccc2Cl)n(C)c1=O	-26	1.3	2	-8	2.8	2.3	1	4	-2	2.6	6
O=C(OCCN1CCCCC1)c1cc2ccccc2o1	1	2.4	-1	4	2.7	-2.2	3	-5	5	-2.1	-12
COc1cccc(C(=O)N2CCN(C3CCC(c4ccccc4)CC3)CC2)c1OC (stereo unspecified)	208	-2.6	0	-11	0.1	-0.2	-19	-6	0	-0.7	0
COc1ccccc1N(CC(N)=O)S(=O)(=O)c1ccc(C)cc1	-4	-2.5	0	24	-3.2	0.8	-1	-10	3	1.6	3
CCn1c(O)c(/C=C2\C=NN=C2c2ccccc2)sc1=S	-10	-0.3	-10	-4	-0.2	0.4	6	-3	-1	-0.6	32
Cc1noc(C)c1C(=O)NCc1ccccc1	-3	2.5	-2	-7	5.1	0.9	-4	16	-4	-1.3	-3

(continued)
SMILES	SUMO Mot1 rescue	E coli growth	DAGLB inhibitor	Tat export inh	AddAB inh	phage Ecoli inh	PKA-R1A act	PKA-R2B activ	HTR5A ag	CDK5 p35 inh	HTR5A inv ag
Cn1c(SCC(=O)N/N=C/c2ccc([N+](=O)[O-])s2)nnc1-c1ccccc1	47	3.6	3	-15	4.9	6.8	-3	15	-2	-0.2	-1
Cc1cccc(-n2ccnc2CN2CCC(CO)(Cc3ccccc3)CC2)c1	643*	-1.5	2	-1	-2.8	0.1	-4	-5	0	0.5	-7
O=C(c1ccccc1Cl)N1CCN(Cc2ccc3c(c2)OCO3)CC1	3	-0.5	2	-8	-1.0	2.4	0	-10	1	-0.5	-5
CCn1c2ccccc2c2n[nH]c(=S)nc21	7	0.6	-1	-5	0.3	2.8	1	-3	-1	0.3	3
Cc1ccc2c(c1)c1c3n2CCNC3CCC1 (stereo unspecified)	5	2.1&-1.4	0&2	4&8	-1.0&-1.9	5.8&1.9	13&6	6&0	0&-4	-1.0&3.6	-1&13
O=C(Cc1c(F)cccc1Cl)c1ccc(O)cc1O	6	-0.4	-5	-2	1.1	0.7	8	7	3	-4.0	-11
